Caspase-7 inhib: allosteric or competitive inhibitors of human caspase-7; Potency, µM (doses to about 57.5 µM), for the others: top-dose activity change, negative = inhibition, actives largely listed as inhibitors; recombinant caspase-7, Ac-DEVD-AFC fluorescence rate; P55210; AID 889; hit rate 0.02% among 75,000; active = well fitted inhibition curve with a large enough effect in the main read-out, with a control signal flat, not every such curve was filed as active; inconclusive = small, poorly fitted or top-dose-only effect, or a change in a side signal; also: potency is read from the fitted curve at half-maximal effect; % of control where 0% means no effect
Target sequence (P55210 24-198 limits assumed): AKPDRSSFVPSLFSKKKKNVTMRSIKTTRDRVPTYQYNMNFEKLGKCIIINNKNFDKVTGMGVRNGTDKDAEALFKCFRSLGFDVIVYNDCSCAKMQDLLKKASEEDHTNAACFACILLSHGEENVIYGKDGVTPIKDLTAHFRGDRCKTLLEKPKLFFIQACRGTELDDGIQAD
Target sequence (P55210 207-303 limits assumed): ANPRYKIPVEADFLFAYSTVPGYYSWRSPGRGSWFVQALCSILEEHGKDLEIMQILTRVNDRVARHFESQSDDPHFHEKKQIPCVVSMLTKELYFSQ
Fluorescein fluor: fluorescein region autofluorescence | Compound autofluorescence, 480/540 nm, fluorescein-equivalent; hits give high values | max fluorescein-equivalent concentration, M | hit rate 0.91% among 59,000 | AID 593; in the data active = max fluorescein-equivalent concentration above about 10 nM; inconclusive = between about 1.1 nM and that limit
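Tris 100 mM pH 8.0; 15 min RT; CCD read, ex 480/em 540 nm. Output: fluorescein-equivalent concentration per compound concentration, from six-point dye series on each plate.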
4MU fluor: 4-MU region autofluorescence; compound autofluorescence, 340/450 nm, 4-MU equivalents; hits give high values; max dye-equivalent concentration, M; hit rate 11% among 59,000; AID 589; in the data active = max dye-equivalent concentration above about 10 nM; inconclusive = mostly about 1.1 nM to 9.6 nM
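Intrinsic fluorescence at 340/450 nm (ex/em) was read after 15 min at room temperature in pH 8.0, 100 mM Tris. Each compound concentration expressed as 4-MU-equivalent concentration from a six-point 4-MU standard series on each plate.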
Rhodamine fluor: compound fluoresces in the rhodamine spectral region | Rhodamine-region fluorescence, 547/598 nm, Tris buffer; hits give high values | max dye-equivalent concentration, M | AID 594 | hit rate 0.05% among 59,000; in the data active = max dye-equivalent concentration above about 11 nM; inconclusive = between about 1.1 nM and that limit
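A six-point rhodamine series on each plate calibrates the signal. Compounds sit in 100 mM Tris (pH 8.0) for 15 min at ambient temperature before imaging through 547 nm/598 nm filters.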
USP2a inh: blocks human ubiquitin-specific protease USP2a; O75604; USP2a enzymatic assay, qHTS inhibition; Potency, µM (doses to about 38.3 µM), without a hit: at the highest dose activity change, negative = inhibition, usual class: inhibitors; hit rate 0.1% among 60,000;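 also: potency is read from the fitted curve at half-maximal effect; nearly all actives have a fitted effect of over 60% in size; plate controls were DMSO for no effect and NEM full inhibition control for full effect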
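20 nM USP2 core + cpd, 30 min RT; add 20 nM Ub-PLA2/20 uM NBD C6-HPC; read Ex460/Em535 at 0 h and 2.5 h. Normalized to NEM; qHTS curve fit/classification.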
A350 autofl: A350 region autofluorescence. Compound autofluorescence, 340/450 nm, Alexa 350 dye-equivalents; hits give high values. max dye-equivalent concentration, M. hit rate 11% among 59,000; in the data active = max dye-equivalent concentration above about 10 nM; inconclusive = mostly about 1.1 nM to 9.6 nM
HEK293 cAMP cs: counter-screen for TSHR agonists: cAMP increase in parental HEK293 | parental HEK293 CNG cAMP sensor, membrane potential fluorescence | Potency, µM (titrated, usually from 57.1 µM), for inactives: top-dose activation, most hits filed as activators | hit rate 2.5% among 73,000 | AID 938; also: potency is read from the fitted curve at half-maximal effect; % of control where 0% means no effect; nearly all actives have a fitted effect of over 55% in size
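Counterscreen for endogenous-receptor signalling: CNG-channel HEK 293 cells report cAMP rise by membrane depolarization. After 60 min dye equilibration with 100 uM RO 20-1724, compounds incubated 30 min before bottom-read fluorescence at 590 nm.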
BRCT inh green: inhibitors of human BRCA1 BRCT-phosphoprotein interaction (green fluorophore); P38398; BRCA1 BRCT-phosphopeptide binding, green fluorescence polarization; Potency, µM (highest dose often 76.9 µM), inactives show top-dose activity change, negative = inhibition, usual class: inhibitors; hit rate 0.05% among 75,000; AID 875;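 also: potency is read from the fitted curve at half-maximal effect; plate controls were peptide without protein for full effect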
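Fluorescence polarization: His-tagged BRCT (~35 kDa BRCA1 C-terminus, 250 nM) bound to 100 nM fluorescein-labeled phosphorylated 10-aa BACH1 peptide, pH 7.3 phosphate buffer with DTT and Tween 20. Compounds incubated 12 min at room temperature; inhibition read as lowered polarization.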
Caspase-1 inhib: allosteric or competitive inhibitors of human caspase-1; Caspase-1 enzyme, Ac-WEHD-AFC fluorogenic rate; Potency, µM (top dose mostly 57.5 µM), inactives show at the top dose activity change, negative = inhibition, usual class: inhibitors; P29466; hit rate 0.03% among 75,000; AID 900;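 also: potency is read from the fitted curve at half-maximal effect; plate controls were vehicle for no effect and no substrate for full effect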
Target sequence (P29466 120-297 limits assumed): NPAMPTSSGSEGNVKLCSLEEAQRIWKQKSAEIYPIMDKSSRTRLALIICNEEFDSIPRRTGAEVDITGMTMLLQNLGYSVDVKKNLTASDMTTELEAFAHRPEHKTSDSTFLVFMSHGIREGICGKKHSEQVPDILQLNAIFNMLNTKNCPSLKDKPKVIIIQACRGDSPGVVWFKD
Target sequence (P29466 317-404 limits assumed): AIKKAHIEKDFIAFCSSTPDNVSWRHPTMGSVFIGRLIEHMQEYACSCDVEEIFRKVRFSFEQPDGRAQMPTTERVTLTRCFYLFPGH
Texas Red fluor: Texas Red region autofluorescence; Compound fluorescence, Texas Red channel, 547/618 nm; hits give high values; max dye-equivalent concentration, M; hit rate 0.06% among 59,000; AID 587; in the data active = max dye-equivalent concentration above about 10 nM; inconclusive = between about 1.1 nM and that limit
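Texas Red-region profiling: compounds in 100 mM Tris pH 8.0 were read at 547/618 nm after 15 min at room temperature. Intensities were normalized against a six-point Texas Red standard series to give dye-equivalent concentration.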
BRCT inh red: BRCT-phosphoprotein interaction inhibition (red fluorophore) | hit rate 0.03% among 75,000 | Potency, µM (top dose mostly 76.9 µM), for the others: top-dose activity change, negative = inhibition, usual class: inhibitors | P38398 | BRCT-phosphopeptide binding, red fluorescence polarization; also: % is scaled to controls: 0 for no effect and ±100 for the full control effect
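Rhodamine-labelled pBACH1 10-mer (100 nM) bound to BRCT domain (100 nM) at pH 7.3; compounds incubated 12 min room temperature, polarization read. Free peptide defines full inhibition; unlabelled decapeptide titrated as control.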
* marks the source's active call; other numbers are inactive results; i = inactive; ? = inconclusive; . = not tested or not shown; [ ] = another dose, or the depositor's remark. Unless noted, calls follow the shape of the dose curve; as a rule, active = well fitted curve in the direction sought with a large enough effect; inconclusive = small, poorly fitted or top-dose-only effect, or another doubt; inactive = no such curve, though single readings can be large; an effect the other way counts as inactive or inconclusive. This is a subset; rates above refer to the full screens.

Order of values – Caspase-7 inhib | Fluorescein fluor | 4MU fluor | Rhodamine fluor | USP2a inh | A350 autofl | HEK293 cAMP cs | BRCT inh green | Caspase-1 inhib | Texas Red fluor | BRCT inh red
Cc1c(C(=O)N2CCN(c3ncccn3)CC2)sc2nc3n(c(=O)c12)CCCC3
→ -4.4% | i | ? | i | 1.0% | ? | 10.0% | -0.9% | -1.1% | ? | -0.3%
CCOC(=O)CN1C(=O)SC(CC(=O)Nc2nccs2)C1=O (stereo unspecified)
→ 3.8% | i | i | i | -6.4% | i | 8.6% | 0.7% | -1.7% | i | 0.3%
CCOC(=O)C1C(=O)NC(N2CCN(c3ccccc3)CC2)=NC1c1ccco1 (stereo unspecified)
→ -0.3% | i | i | i | 7.9% | i | 4.1% | -1.3% | -1.8% | i | 0.9%
CC(C1CC1)N(C(=O)NC1CCS(=O)(=O)C1)c1ccccc1 (stereo unspecified)
→ -0.1% | ? | i | i | -5.1% | ? | 0.3% | -1.6% | -1.5% | i | 0.4%
CCn1c(SC/C=C/c2ccccc2)nnc1-c1cccs1
→ -1.2% | ? | ? | i | 0.3% | ? | 27.2% | -1.3% | -0.8% | i | -0.4%
CCO[Si](CCCN)(OCC)OCC
→ -1.2% | . | . | . | . | . | 23.1% | -2.0% | 1.5% | . | -0.6%
CN(Cc1ccccc1)Cc1ccccc1F
→ 9.3% | ? | i | i | -4.8% | i | 9.7% | -2.3% | -0.1% | i | 0.0%
COc1ccc(NC(=O)C2CCN(C(=O)NCc3ccccc3)CC2)cc1
→ 1.5% | i | i | i | . | i | 4.9% | -0.5% | -3.0% | i | 0.0%
Cn1nc(-c2ccc(OCC(=O)Nc3cccnc3)cc2)c2ccccc2c1=O
→ 0.4% | ? | i | i | 21.7% | i | -5.6% | 2.8% | -0.9% | ? | 0.2%
CC1SC(c2cccc(Cl)c2)NC1=O (stereo unspecified)
→ -6.4% | . | . | . | -0.3% | . | 28.5% | 0.7% | -5.3% | . | -1.4%
N#C/C(C(=O)c1ccccc1)=C1/CCCN1
→ -2.9% | . | . | . | 3.7%[7.66 µM] | . | 10.7%[11.4 µM] | -1.1% | -4.2% | . | -0.3%
O=C(Nc1cccc(Cl)c1)OCc1ccccn1
→ 1.9% | ? | i | i | 9.4% | i | 6.3% | -0.6% | 2.5% | i | -0.7%
COc1cccc(-c2noc(C3CCCN(C(=O)Cc4ccccc4)C3)n2)c1 (stereo unspecified)
→ -2.1% | i | i | i | -8.2% | i | ? | 3.5% | -3.0% | i | -0.9%
COc1ccc(-c2cc(C(=O)N/N=C/c3ccc(O)cc3)[nH]n2)cc1
→ -2.2% | . | . | . | . | . | -8.0% | -1.2% | -5.2% | . | 1.4%
Nc1sccc1C(=O)c1ccccc1
→ -0.6% | i | i | i | 142.5%[activator] | i | 14.8% | -2.1% | 0.2% | ? | 1.0%
CCOC(=O)c1c(NC(=O)c2ccco2)sc(C(=O)N2CCCC2)c1C
→ -0.1% | . | . | . | 3.4% | . | 19.8% | 5.0% | 0.5% | . | 0.2%
C=CCN1C(=NC(=O)CCCC(=O)O)SC2CS(=O)(=O)CC21 (stereo unspecified)
→ 0.0% | ? | i | i | -4.2% | ? | 7.8% | -1.2% | 1.4% | ? | -0.2%
C=CCOc1ccc(C2N3CC4(CC)CN2CC(CC)(C3)C4=O)cc1 (stereo unspecified)
→ -0.1% | ? | i | i | 0.7% | i | ? | -1.0% | 0.8% | i | 0.6%
O=S(=O)(NCc1cccnc1)c1ccc(Br)s1
→ -1.0% | i | i | i | -0.1% | i | 4.7% | -1.2% | 1.8% | i | 1.0%
COc1cccc(-c2nnc(SCC(=O)N(C(C)C)C(C)C)o2)c1
→ 0.7% | i | i | i | 0.8% | i | 15.8µM* | -1.6% | 0.5% | i | 0.0%
Cn1c(=O)[nH]c(=O)c2c1nc(OC(=O)c1ccccc1)n2CC(O)COc1ccc(F)cc1 (stereo unspecified)
→ 0.7% | i | i | i | 5.6% | i | 9.2% | -1.4% | -1.0% | ? | 1.1%
COC(=O)c1cc2ccsc2n1CC(=O)Nc1cc(C)cc(C)c1
→ -0.3% | i | i | i | 10.3% | i | ? | 0.4% | 0.7% | i | 0.7%
O=C1CCCc2c1nc(-c1ccccc1)n2O
→ -0.2% | i | ? | i | 0.6% | ? | 26.1% | -1.9% | 1.8% | i | 1.0%
CCN(CC)CCNC(=O)CS(=O)Cc1nc(-c2ccc(C)cc2)oc1C (stereo unspecified)
→ -0.5% | i | i | i | 2.8% | i | 4.6% | -1.0% | 0.7% | i | -1.2%
c1cncc(Nc2nc(-c3cccnc3)cs2)c1
→ 0.5% | i | i | i | 2.5% | i | -15.8% | -2.2% | 0.5% | i | -1.4%
Nn1c(SCC(=O)N2CCCCC2)nnc1-c1ccncc1
→ -1.0% | i | i | i | -8.6% | i | 0.3% | -3.7% | 0.2% | i | -1.9%
Cc1nnc(N(Cc2ccccc2)C(=O)c2cnccn2)s1
→ 1.8% | i | i | i | -4.9% | i | 0.7% | -0.8% | -0.1% | i | -2.1%
CCOC(=O)c1ccc(NC(=O)CS(=O)(=O)c2cn(CC)c3ccccc23)cc1
→ 2.5% | i | i | i | 32.9%[activator] | i | 9.2% | -1.9% | 1.4% | i | -2.5%
COC(=O)C1=C(C)NC2=C(C(=O)CCC2)C1c1ccsc1 (stereo unspecified)
→ -19.4% | . | . | . | 0.7% | . | 13.6% | -2.5% | ? | . | 1.0%
COc1ccc(C)cc1NC(=O)C1CC(=O)OC12CCCCC2 (stereo unspecified)
→ -0.4% | ? | i | i | 1.7% | i | 14.4% | 0.4% | 0.3% | ? | 0.5%
CC[C@@H]1OC(=O)[C@H](C)[C@H](O[C@@H]2C[C@](C)(OC)[C@H](O)[C@H](C)O2)[C@H](C)[C@H](O[C@@H]2O[C@@H](C)C[C@@H](N(C)C)[C@@H]2O)[C@](C)(O)C[C@H](C)C(=O)[C@H](C)[C@H](O)[C@]1(C)O
→ 0.0%[25.7 µM] | i | i | i | 8.0%[17.1 µM] | i | ? | -0.7%[34.4 µM] | 0.4%[25.7 µM] | i | 0.2%[34.4 µM]
CC(Cc1ccccc1)C(=O)NCCc1c[nH]c2ccccc12 (stereo unspecified)
→ -3.8% | . | . | . | . | . | 12.6µM* | -1.4% | -2.9% | . | -0.3%
COc1ccc(-c2nc(C#N)c(NCc3ccccc3Cl)o2)cc1
→ -2.3% | i | i | i | -3.0% | i | -4.2% | -1.8% | -0.4% | i | -1.6%
COC(=O)c1ccc(NC(=O)CS(=O)(=O)Cc2ccccc2)cc1
→ -0.6% | i | i | i | 6.0% | i | 19.1% | -1.5% | -0.9% | i | -0.7%
CC(C)=CC(=O)OCC(=O)Nc1ccc(F)cc1Cl
→ -1.8% | ? | i | i | 2.5% | i | -2.0% | 0.2% | 0.7% | ? | -0.3%
CCOC(=O)C1CCN(S(=O)(=O)c2nc3nc(C)cc(C)n3n2)CC1
→ 1.5% | i | i | i | 0.7% | i | 2.1% | -2.8% | -0.6% | i | 0.3%
O=C(COc1ccc(-n2cnnn2)cc1)N1CCN(c2ccc(F)cc2)CC1
→ -2.4% | ? | i | i | 46.5%[activator] | i | -0.6% | -3.0% | 0.8% | i | 0.2%
COc1cccc(-c2cc(NCc3cccs3)ncn2)c1
→ -0.8% | i | i | i | 15.7% | i | ? | 2.6% | 2.7% | i | -2.9%
Cc1cc(C(=O)Nc2cccnc2)no1
→ -1.2% | i | i | i | -8.7% | i | 1.9% | -3.2% | -1.5% | i | -1.3%
Cc1cccc(-c2noc(CN(C(=O)c3ccc4c(c3)OCO4)C(C)C)n2)c1
→ -4.7% | ? | i | i | -25.7% | i | 31.6µM* | -3.2% | -0.6% | i | -1.3%

Compounds from the list above that have a cyano group, in the order listed:
Order of values – Caspase-7 inhib | Fluorescein fluor | 4MU fluor | Rhodamine fluor | USP2a inh | A350 autofl | HEK293 cAMP cs | BRCT inh green | Caspase-1 inhib | Texas Red fluor | BRCT inh red
N#C/C(C(=O)c1ccccc1)=C1/CCCN1
→ -2.9% | . | . | . | 3.7%[7.66 µM] | . | 10.7%[11.4 µM] | -1.1% | -4.2% | . | -0.3%
COc1ccc(-c2nc(C#N)c(NCc3ccccc3Cl)o2)cc1
→ -2.3% | i | i | i | -3.0% | i | -4.2% | -1.8% | -0.4% | i | -1.6%

Next compounds follow.
Order of values – Caspase-7 inhib | Fluorescein fluor | 4MU fluor | Rhodamine fluor | USP2a inh | A350 autofl | HEK293 cAMP cs | BRCT inh green | Caspase-1 inhib | Texas Red fluor | BRCT inh red
O=C(CSc1nnc(C2CCCCC2)n1-c1ccccc1)NCc1ccco1
→ 0.7% | i | i | i | 5.4% | i | 25.1% | 0.5% | 0.0% | i | -0.6%
O=C(COC(=O)C1COc2ccccc2O1)NC1CCS(=O)(=O)C1 (stereo unspecified)
→ 3.1% | ? | i | i | 2.1% | i | 21.6% | -4.1% | -0.1% | i | 0.1%
Cc1cc(N2CCN(C)CC2)n2nc(-c3ccc(Cl)cc3)nc2n1
→ 1.0%[11.5 µM] | ? | i | i | . | i | 9.6%[11.4 µM] | 2.2%[15.4 µM] | -1.6%[11.5 µM] | i | -3.1%[15.4 µM]
CCN(CC)CCNc1nc(-c2ccco2)c2c(c1C#N)CC(C)(C)OC2
→ . | i | 5.21e-07M* | i | . | 5.85e-07M* | . | . | . | i | .

High-throughput results deposited in PubChem BioAssay by National Center for Advancing Translational Sciences (NCATS).
